Epigenetic reg: epigenetic control regulation, reporter derepression | 280,000 tested, 0.2% active | murine LDR cells, GFP reporter derepression, 30 h | AID 1865 | Potency, µM (highest dose often 53.9 µM), inactives show at the highest dose GFP activation, actives largely listed as activators; also: potency is read from the fitted curve at half-maximal effect; % of control where 0% means no effect; nearly all actives have a fitted effect of over 60% in size
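Readout is the number of GFP-expressing murine LDR cells, counted by cytometry following washing. Cells were treated with compound for 30 h at 37 C; the stably integrated CMV-GFP locus is normally silent.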
HTT aggregate: reduces HttQ103-GFP aggregates in PC12 cells | 220,000 tested, 1.1% active | Potency, µM (doses to about 46.1 µM), without a hit: at the highest dose activity change, negative = inhibition, usual class: inhibitors | AID 1688 | PC12 HttQ103-GFP aggregates, Acumen cytometry, 40 h; also: potency is read from the fitted curve at half-maximal effect; % is scaled to controls: 0 for no effect and ±100 for the full control effect; nearly all actives have a fitted effect of over 60% in size
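Inducible Q103 Huntingtin exon 1–GFP PC12 line, 1500 cells/well in phenol red free DMEM with 5% equine and 5% calf serum. Tebufenozide 100 nM induced expression; compounds titrated; aggregates quantified by cytometry.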
IMPase Li inh: cell-permeable IMPase inhibitors with lithium potentiation; CHO-M1 cells, IP1 TR-FRET (IP-One), carbachol + lithium; Potency, µM (top dose mostly 59.4 µM), without a hit: at the highest dose activity, negative = IMPase inhibition, actives largely listed as inhibitors; 210,000 tested, 0.35% active; AID 1457;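 also: IP1 builds up when IMPase is blocked and the TR-FRET signal falls; potency is read from the fitted curve at half-maximal effect; plate controls were basal vehicle for no effect and high inhibitor control for full effect; nearly all actives have a fitted effect of over 50% in size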
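Test compounds were applied to CHO-M1 cells previously cultured for 16–30 h at 2000 per well. A small lithium amount accompanied them; after 30 min at 37C, IP1 was quantified by TR-FRET.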
NPSR antagonist: blocks cAMP signaling of the human neuropeptide S receptor; CHO-NPSR cells, cAMP TR-FRET, antagonist mode; Potency, µM (highest dose often 38.3 µM), inactives show at the top dose activity change, negative = inhibition, actives largely listed as inhibitors; 220,000 tested, 1% active; AID 1461; Q6W5P4; also: potency is read from the fitted curve at half-maximal effect; % is scaled to controls: 0 for no effect and ±100 for the full control effect; nearly all actives have a fitted effect of over 50% in size; many of its hits are not listed in these tables
Target sequence (Q6W5P4 whole entry, looked up): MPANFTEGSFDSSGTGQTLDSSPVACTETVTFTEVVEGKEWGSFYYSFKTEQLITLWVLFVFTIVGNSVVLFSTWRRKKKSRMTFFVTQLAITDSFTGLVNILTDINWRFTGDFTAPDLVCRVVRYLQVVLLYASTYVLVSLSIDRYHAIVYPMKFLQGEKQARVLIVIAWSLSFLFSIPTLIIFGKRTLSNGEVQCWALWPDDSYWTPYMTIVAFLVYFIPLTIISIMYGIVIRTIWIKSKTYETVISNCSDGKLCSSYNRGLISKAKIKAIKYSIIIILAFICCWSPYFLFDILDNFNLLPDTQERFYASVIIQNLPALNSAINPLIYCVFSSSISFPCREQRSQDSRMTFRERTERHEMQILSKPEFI
KinaseGlo FLuc: blocks Kinase-Glo luciferase, a counter-screen artifact. Q27757. Kinase-Glo luciferase, ATP luminescence, 8 min. Potency, µM (top dose mostly 38.3 µM), inactives show at the highest dose activity change, negative = inhibition, hits mostly inhibitors. 200,000 tested, 0.28% active; also: potency is read from the fitted curve at half-maximal effect; % is scaled to controls: 0 for no effect and ±100 for the full control effect; nearly all actives have a fitted effect of over 60% in size
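Inhibition of Kinase-Glo luciferase light generation was assessed at 10 uM ATP in pH 7.2 imidazole buffer, with luminescence measured after eight minutes at ambient temperature.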
Lamin A splicing: modulators of lamin A splicing; HeLa LMNA splicing GFP/RFP minigene ratio, 48 h; Potency, µM (doses to about 46.1 µM), inactives show top-dose ratio change, negative = inhibition, usual class: inhibitors; 200,000 tested, 0.01% active; active = well fitted inhibition curve with a large enough effect in the signal ratio, with a control signal flat, not every such curve was filed as active; inconclusive = small, poorly fitted or top-dose-only effect, or effect the other way, or a change in a side signal; the % refers to the signal ratio; also: potency is read from the fitted curve at half-maximal effect; % is scaled to controls: 0 for no effect and ±100 for the full control effect
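S3 HeLa cells stably expressing lamin A-EGFP splicing minigene plus DsRed2, 600 cells/well, 48 h compound exposure at 37C. Laser-scanning cytometry; analysed as GFP (500-530 nm)/RFP (575-640 nm) total intensity ratio; 0.5% DMSO vehicle.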
CBFb-RUNX1 inh: CBF-beta/RUNX1 interaction disruption. Q01196+Q13951. AlphaScreen CBFb-His/RUNX1-biotin binding, biochemical. Potency, µM (series often up to 59.8 µM), for the others: top-dose activity, negative = inhibition, hits mostly inhibitors. 230,000 tested, under 10 active. AID 1477; also: % of control where 0% means no effect
Target sequence (Q01196 whole entry, looked up): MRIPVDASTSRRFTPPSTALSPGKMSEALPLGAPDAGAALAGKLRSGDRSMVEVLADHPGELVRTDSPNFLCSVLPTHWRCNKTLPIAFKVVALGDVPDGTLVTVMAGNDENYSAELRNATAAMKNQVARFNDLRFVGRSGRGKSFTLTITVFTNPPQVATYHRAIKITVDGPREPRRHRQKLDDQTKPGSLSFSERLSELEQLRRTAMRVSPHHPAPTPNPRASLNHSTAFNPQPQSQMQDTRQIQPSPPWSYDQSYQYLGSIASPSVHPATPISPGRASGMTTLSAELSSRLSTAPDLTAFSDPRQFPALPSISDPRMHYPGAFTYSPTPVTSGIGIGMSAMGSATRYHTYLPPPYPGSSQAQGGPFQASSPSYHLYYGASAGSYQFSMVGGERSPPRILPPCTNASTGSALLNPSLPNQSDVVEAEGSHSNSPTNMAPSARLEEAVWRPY
Target sequence (Q13951 whole entry, looked up): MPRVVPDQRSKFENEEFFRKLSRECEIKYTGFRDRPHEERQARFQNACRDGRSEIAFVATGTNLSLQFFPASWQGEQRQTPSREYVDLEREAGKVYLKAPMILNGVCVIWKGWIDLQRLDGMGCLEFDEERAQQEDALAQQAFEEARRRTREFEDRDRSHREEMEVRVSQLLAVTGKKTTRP
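Room-temperature protein-protein interaction test with 30 nM each of His-tagged CBF-beta and biotinylated RUNX1, 15 min with compound, then 90 min with nickel plus streptavidin beads. Signal read in AlphaScreen mode.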
* hit, by the source's call; ? = inconclusive; nt = not tested or not shown; & = joins results of further samples; [ ] = dose if it differs, or a comment. Unless noted, calls follow the shape of the dose curve; as a rule, active = well fitted curve in the direction sought with a large enough effect; inconclusive = small, poorly fitted or top-dose-only effect, or another doubt; inactive = no such curve, though single readings can be large; an effect the other way counts as inactive or inconclusive. An excerpt; rates above refer to the full screens.

smiles	Lamin A splicing	IMPase Li inh	NPSR antagonist	HTT aggregate	KinaseGlo FLuc	Epigenetic reg	CBFb-RUNX1 inh
Cc1ccc(NC(=O)c2sc3nc(N)c(C#N)cc3c2N)cc1	-10%	nt	14%[46.1 µM]	-8%	nt	?	2%
CCC(C)NC(=O)Cn1nc([N+](=O)[O-])c(Cl)c1C (configuration not stated)	-2%	5%	-3%[46.1 µM]	4%	0%	0.1%	7%
O=C(NCC1COc2ccccc2O1)C1CCCN(S(=O)(=O)c2cccc3cccnc23)C1 (configuration not stated)	0%	27%[38.3 µM]	-23%[46.1 µM]	3%	10%	0.8%	3%
CSc1nsc(/C=C/Nc2ccc(C)c(C)c2)c1C#N	?	6%	-38%	?	-6%	3.5µM*	?
CCN(CC)CCn1c(=S)[nH]c2cc(Cl)ccc2c1=O	3%	8%[38.3 µM]	-25%[46.1 µM]	19%	-2%	1.2%	-3%
COc1ccc(O)c(/C=N\NC(=O)CCn2nnc3ccccc32)c1	?	31%[38.3 µM]	-10%[46.1 µM]	?	-2%	2.4%	1%
COc1cc(CC(CC(=O)O)CC(C)OCc2ccccc2)cc(OC)c1 (configuration not stated)	-11%	1%	-6%	15%	0%	-1.3%	2%
COC(=O)COn1c(SC(C)C)nc2ccccc2c1=O	-10%	18%[38.3 µM]	-11%[46.1 µM]	7%	-4%	-2.5%	2%
O=C(Nc1cccn(Cc2c(Cl)cccc2Cl)c1=O)c1c(Cl)cccc1Cl	?	15%[38.3 µM]	-25%[46.1 µM]	?	-2%	-1.1%	-11%
CC1(C)Cc2c(sc3ncn4c(=S)[nH]nc4c23)CO1	nt	8%	5%	-8%	nt	-0.4%	-7%
O=C(CSc1cccc[n+]1[O-])Nc1cc(S(=O)(=O)N2CCOCC2)ccc1Cl	-7%	-3%	13%	-16%	0%	3.8%	8%
O=C(Nc1ccc(Br)cc1F)c1ccc2c(c1)N(Cc1ccccc1)C(=O)CS2=O (configuration not stated)	7%	3%	-12%[46.1 µM]	-16%	2%	0.0%	-2%
Cc1cc(C(=O)CSc2ncccn2)c(C)n1-c1cccc(F)c1	?	-6%	-2%	3%	1%	-1.9%	-7%
Cc1cccc(NC(=O)CCC(=O)OCc2ccc(Br)cc2)c1	-2%	-6%	5%	7%	0%	0.0%	2%
Cc1nn(C)cc1CN(C)Cc1ccc(OCC(O)CN2CCCCC2)cc1 (configuration not stated)	?	16%	-13%	-6%[9.22 µM]	-2%	2.3%	2%
COc1cccc(-c2nc(-c3ccc4c(c3)NC(=O)CO4)cs2)c1	nt	3%	-18%	20%	-1%	5.8%	-3%
CCC(C)c1ccc(S(=O)(=O)N2CCN(C(C)CC(=O)O)CC2)cc1 (configuration not stated)	-15%[46 µM]	-6%	4%	-4%	-1%	-1.4%	-1%
CSc1cnc2c(N)nc(N(C)C)nc2n1	?	-7%	9%	5%	-6%	7.0%	0%
COc1cc(O)oc1C=Nc1ccc(Cl)cc1Cl	9%	-17%[38.3 µM]	?	13%	-6%	0.3%	1%
Cc1nn(Cc2cccc(C(N)=O)c2)c(C)c1Br	1%[46 µM]	nt	-23%	5%[9.22 µM]	nt	1.1%	21%
CCCCCCn1c(CN2CCN(C(=O)c3ccco3)CC2)nc2c1c(=O)n(C)c(=O)n2C	-2%	7%	-23%[46.1 µM]	-7%	2%	1.0%	-3%
Cc1ccnc(SCCn2c(N3CCN(c4ccccc4)CC3)nc3c2c(=O)[nH]c(=O)n3C)n1	-17%	0%[38.3 µM]	-8%[46.1 µM]	25%	3%	3.6%	1%
C/C(=N\OC(=O)c1ccc(C)cc1)c1c(C)nc2cc(C)ccn12	13%[46 µM]	11%	3%	?	-2%	-0.3%	2%
Cc1ccc(CSCCNC(=O)c2ccccc2)cc1	?	2%	-15%	9%	-2%	-0.9%	18%
Cc1cc(NC2CCCCC2)nc2ccccc12	?	20%	22%	-10%[9.22 µM]	-1%	0.6%	8%
COc1ccccc1NC(=O)CCC(=O)OCc1ccc(Cl)cc1	nt	-3%	7%	?	1%	12%	13%
COc1ccccc1CNC(=O)C[n+]1ccccc1	2%	42%[activator][38.3 µM]	-2%[46.1 µM]	17%	-6%	-2.3%	0%
COc1ccc(NC(=O)CN(C)Cc2c(F)cccc2Cl)cc1S(=O)(=O)N1CCCCC1	nt	11%	-34%	22%	3%	3.4%	18%
O=C(NC1(C(F)(F)F)NC(=O)N(Cc2cccnc2)C1=O)c1ccccc1 (configuration not stated)	6%	-10%[38.3 µM]	0%[46.1 µM]	-10%	-2%	1.2%	-1%
Cc1ccc(-n2cc(CN3CCC(CO)(Cc4ccccc4)CC3)cn2)cc1	nt	3%	-6%	-12%[9.22 µM]	nt	1.1%	6%
C=CCN1C(=O)C2C(C(=O)NC)C3C=CC2(O3)C1C(=O)NCc1ccc(OC)cc1 (configuration not stated)	-8%	-3%[38.3 µM]	6%[46.1 µM]	8%	3%	2.1%	-1%
Cc1cc(C)cc(C(=O)Nc2ccc(N3CCN(S(C)(=O)=O)CC3)cc2)c1	-13%[46 µM]	4%	-8%	9%[9.22 µM]	0%	-4.9%	2%
CCOC(=O)C1CCN(CC(=O)Nc2cc(S(=O)(=O)N3CCOCC3)ccc2C)CC1	-7%[46 µM]	-1%	-3%	4%	-2%	0.0%	7%
CCCN1C(=O)/C(=C/c2c(N3CCNC(=O)C3CC(=O)OCC)nc3c(C)cccn3c2=O)SC1=S (configuration not stated)	nt	nt	13µM*	-19%[9.22 µM]	nt	?	3%
CC(C)(C)c1ccc(-c2nc(N)nc(N)n2)cc1	nt	nt	4%	-19%[9.22 µM]	nt	0.0%	1%
COc1cccc(NC(=O)CCN2CCC(C(N)=O)CC2)c1	-3%	-5%[38.3 µM]	?	-15%	13%	2.4%	-1%
COc1ccccc1C1CC(c2ccco2)=NN1c1ccccc1 (configuration not stated)	-19%	-17%	-50%	3%	-2%	-1.0%	?
O=C(Nc1cn(-c2ccccc2)nc1-c1ccccc1)c1ccccc1	?	-1%	-25%	-21%	0%	0.0%	10%
CCOC(=O)Nc1cccc(C(=O)O)c1	3%	0%	15%	16%	-4%	-1.0%	3%
CCOC(=O)c1[nH]c2ccc(OC)cc2c1NC(=S)N1CCN(c2cccc(Cl)c2)CC1	-6%	?	-6%	-10%	8%	2.0%	-5%
O=C(O)c1ccc(-c2ccc(O)c(F)c2)cc1	?	29%[38.3 µM]	-12%[46.1 µM]	-12%	5%	1.1%	20%
COc1ccc(OC)c(/C(O)=C/C(=O)C(=O)Nc2ccccc2OC)c1	7%	13%[38.3 µM]	-27%[46.1 µM]	16%[9.22 µM]	8%	3.1%	-10%
O=c1cc(-c2ccccc2)n(S(=O)(=O)c2ccccc2)o1	17%	21%[38.3 µM]	-1%[46.1 µM]	-14%	-1%	1.9%	0%
CC1CC(C)CN(Cc2nc3c(c(=O)n(C)c(=O)n3C)n2CCN2CCOCC2)C1 (configuration not stated)	-10%	2%[38.3 µM]	3%[46.1 µM]	7%[9.22 µM]	-3%	5.6%	0%
CCCC(=O)N1CCN(c2ccc(NC(=O)C(C)(C)C)cc2Cl)CC1	nt	-11%	14%	-22%	1%	-1.2%	-2%
S=C(NC1CCCC1)N1CCN(c2cccc(Cl)c2)CC1	15%[46 µM]	16%	-15%	?	-1%	-2.5%	4%
Brc1cccc(CN2CCCCCCC2)c1	7%	33%[activator][38.3 µM]	-4%[46.1 µM]	-2%	-2%	-1.9%	0%
COC(=O)[C@H]1C[C@@H]1[C@H](NC(=O)OCc1ccccc1)c1ccccc1	1%	11%&1%	1%	15%	-7%&2%	3.7%&0.2%	3%[2.36 µM]
CCCOC(=O)c1ccc(OCC(O)Cn2c(C)nc3ccccc32)cc1 (configuration not stated)	-4%	27%[38.3 µM]	-6%[46.1 µM]	5%	1%	-0.8%	6%
O=C(CNC(=O)Cc1ccccc1)NCC(=O)OCC(=O)c1cccc2ccccc12	6%	11%[38.3 µM]	-4%[46.1 µM]	12%	-5%	-4.8%	4%
COc1ccc(C2/C=C\CN(C(=O)CC(C)C)CC(=O)N2Cc2ccc(F)cc2)cc1 (configuration not stated)	nt	nt	-24%	-24%[9.22 µM]	nt	2.2%	5%&15%
Cc1cc(C)c(S(=O)(=O)N2CCN(C(=O)c3cccs3)CC2)c(C)c1	nt	7%	-11%	14%	-1%	0.5%	-2%
Cc1cccc(NC(=O)c2cccs2)n1	9%	13%[38.3 µM]	23%[46.1 µM]	7%	-11%	2.6%	2%
COc1ccc(OC)c(CN2CCN(c3ccccc3OC)CC2)c1	-2%	-3%[38.3 µM]	-12%[46.1 µM]	1%	12%	0.0%	-7%
CSc1nc(N)nc(SCC(=O)C(C)(C)C)c1C#N	-3%	6%[38.3 µM]	-12%[46.1 µM]	-9%	3%	-4.7%	0%
CCOC(=O)/C(C#N)=C\N(C)C	6%	-11%[38.3 µM]	-8%[46.1 µM]	15%	2%	0.0%	-1%
O=c1c2cc(-c3ccccc3)sc2nc2n1CCC2	-17%[46 µM]	6%	-1%	-20%	-14%	0.9%	-2%
COCCCN1C(=O)c2[nH]nc(-c3ccccc3O)c2C1c1ccc(Cl)cc1 (configuration not stated)	-4%	23%[38.3 µM]	-27%[46.1 µM]	12%	3%	-1.1%	-4%

One compound at a time, from the list above. Order of screens: Lamin A splicing | IMPase Li inh | NPSR antagonist | HTT aggregate | KinaseGlo FLuc | Epigenetic reg | CBFb-RUNX1 inh
`Brc1cccc(CN2CCCCCCC2)c1` in the list: 7% | 33%[activator][38.3 µM] | -4%[46.1 µM] | -2% | -2% | -1.9% | 0%
`Cc1cc(C)cc(C(=O)Nc2ccc(N3CCN(S(C)(=O)=O)CC3)cc2)c1` in the list: -13%[46 µM] | 4% | -8% | 9%[9.22 µM] | 0% | -4.9% | 2%

Bioassay records: PubChem BioAssay, National Center for Advancing Translational Sciences (NCATS)
